# Compound activity from PubChem.
# PLC-beta3 inh = inhibitors of human phospholipase C beta3. Purified PLC-beta3, fluorogenic substrate, fluorescence. inhibition, % at 12.2 µM. actives 0.18% (n = 370,000); in the data active = inhibition above about 11%;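 also: 0% = median of compound wells on plate and 100% = full blocker control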
# Tn6 DDE FP = disrupts Tn6 cyclic peptide binding to fibrin D-Dimer-E complex; inhibition, % at 8.3 µM; Fibrin DD(E) TRITC-Tn6 fluorescence polarization displacement; P02675; actives 0.21% (n = 370,000);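 active = inhibition above a per-campaign cutoff: mean of compounds within control limits plus 3 SD, cut at about 15% in these data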;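 also: 0% = median of all compound wells on the plate and 100% = blocking peptide control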
# ARFGAP1 inh = rat ARFGAP1 inhibition. actives 0.26% (n = 360,000). Arfgap1-stimulated ARF1 GTP hydrolysis, GDP FP detection. Q62848. inhibition, % at 16.5 µM;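 active = inhibition above a per-plate limit, mean inhibition of low control wells plus 3 SD, cut at about 25% in these data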;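 also: 0% = DMSO wells with enzyme and 100% = wells lacking Arfgap1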
# Target sequence (Q62848 1-136 limits assumed): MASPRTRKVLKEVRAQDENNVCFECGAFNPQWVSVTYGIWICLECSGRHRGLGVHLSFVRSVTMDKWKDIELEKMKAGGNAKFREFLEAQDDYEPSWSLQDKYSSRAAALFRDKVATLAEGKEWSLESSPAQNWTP
#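 Material – truncated rat Arfgap1 GAP domain · Buffer or medium – HEPES-based buffer, pH 7.5 · Reagent – human ARF1(Δ1-17)-GTP substrate · Dosing – 16.5 µM single point, 1.26% DMSO · Schedule – GTP hydrolysis reaction 2 h at 25 °C · Technique – GDP detection by fluorescence polarization · Benchmarks – No-Arfgap1 wells (100%) versus DMSO full-reaction wells (0%) · Repeats – single replicate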
# UHRF1 MBD2 ctr = blocks human UHRF1 binding to methylated DNA | Q96T88 | UHRF1 binding to methylated oligo, TR-FRET | inhibition, % at 4.4 µM | actives 0.75% (n = 370,000) | AID 687016; in the data active = inhibition above about 21%;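 also: UHRF1 SRA domain binding a hemimethylated CpG hairpin DNA probe; 0% = median of test compound wells and 100% = reference inhibitor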
# Target sequence (Q96T88 whole entry, looked up, the tested form may be a part): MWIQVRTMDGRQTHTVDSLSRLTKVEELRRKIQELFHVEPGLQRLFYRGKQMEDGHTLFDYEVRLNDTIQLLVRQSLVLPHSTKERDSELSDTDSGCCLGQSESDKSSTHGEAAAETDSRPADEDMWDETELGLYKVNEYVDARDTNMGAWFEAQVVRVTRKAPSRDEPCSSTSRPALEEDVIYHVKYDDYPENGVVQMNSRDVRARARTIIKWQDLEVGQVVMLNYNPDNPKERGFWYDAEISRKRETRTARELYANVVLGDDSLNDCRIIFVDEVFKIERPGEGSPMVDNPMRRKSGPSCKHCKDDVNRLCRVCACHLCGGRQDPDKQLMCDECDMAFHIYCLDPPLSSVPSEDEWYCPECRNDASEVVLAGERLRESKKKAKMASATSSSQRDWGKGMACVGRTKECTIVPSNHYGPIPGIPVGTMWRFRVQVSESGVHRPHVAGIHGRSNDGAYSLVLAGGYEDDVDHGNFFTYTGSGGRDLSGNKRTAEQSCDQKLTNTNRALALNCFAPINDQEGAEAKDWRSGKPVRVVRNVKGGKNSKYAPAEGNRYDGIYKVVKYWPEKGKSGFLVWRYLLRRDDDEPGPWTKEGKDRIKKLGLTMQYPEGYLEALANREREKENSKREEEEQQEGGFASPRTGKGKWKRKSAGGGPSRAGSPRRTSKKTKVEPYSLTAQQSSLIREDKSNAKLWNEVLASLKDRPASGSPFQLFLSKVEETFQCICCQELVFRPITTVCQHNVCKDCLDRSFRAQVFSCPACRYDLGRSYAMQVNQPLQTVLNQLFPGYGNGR
# proKLK7 act = activates the human kallikrein-7 zymogen | P49862 | purified proKLK7, EDANS-DABCYL substrate fluorescence; 100% is mature enzyme control, 0% vehicle | activation, % at 7 µM | actives 0.9% (n = 370,000) | AID 652039;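 active = activation above the mean of all tested compounds plus 3 SD, computed per campaign excluding outliers beyond control limits, cut at about 13% in these data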
# DDE Tn7 FP inh = DD(E)-Tn7 binding inhibition, primary FP screen | P02675 | FP displacement of FITC-Tn7 peptide from fibrin DD(E); 0% = median of compound wells per plate | inhibition, % at 8.3 µM | actives 0.13% (n = 370,000);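 active = inhibition above the mean of compounds falling within the control limits plus 3 SD of them, cut at about 14% in these data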;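 also: 0% = plate median of compound wells and 100% = 10 µM Aha-Tn7 peptide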
#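 Assay system: Fibrin-DD(E) protein isolated from polymerized human fibrin clots; read-out basis: percent inhibition; medium: Tris/NaCl/CaCl2 buffer, pH 7.8; signal: FP measurement; incubation: 10 min plus 3 h, room temperature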
# MBD2 inh = blocks human MBD2 binding to methylated DNA; inhibition, % at 4.4 µM; actives 0.31% (n = 370,000); TR-FRET, MBD2 binding to methylated oligonucleotide; Q9UBB5; in the data active = inhibition above about 13%
# PLCg1 inh = PLC-gamma1 (human) inhibition, primary screen. P19174. purified PLC-gamma1, fluorogenic substrate, fluorescence. inhibition, % at 12.2 µM. actives 0.84% (n = 370,000). AID 720700; in the data active = inhibition above about 9.5%
# ADAM17 inh = inhibitors of human ADAM17 | P78536 | recombinant ADAM17, EDANS/DABCYL FRET peptide cleavage | inhibition, % at 6.95 µM | actives 0.83% (n = 370,000) | AID 720648;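 active = inhibition above the mean of compounds lying between control limits plus 3 SD, set per campaign, cut at about 8.5% in these data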;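 also: 0% = DMSO-only wells as the low control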
# ASAP1 GAP inh = blocks human ASAP1-stimulated Arf1 GTP hydrolysis; Q9ULH1; actives 0.19% (n = 360,000); inhibition, % at 16.5 µM; AID 624377; GDP FP detection; in the data active = inhibition above about 25%;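 also: 0% = vehicle with enzyme and substrate and 100% = no enzyme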
# An asterisk follows results filed as active; i = inactive; / = no result given.
SMILES,PLC-beta3 inh,Tn6 DDE FP,ARFGAP1 inh,UHRF1 MBD2 ctr,proKLK7 act,DDE Tn7 FP inh,MBD2 inh,PLCg1 inh,ADAM17 inh,ASAP1 GAP inh
O=C(CSc1nc2ccccc2c(=O)n1-c1ccccc1)N1CCc2ccccc2C1,5,7,1,28*,0.0,-2,7,3,-1,-15
CC(C)NC(=O)COc1ccc2c(c1)C(=O)CC(C)(C)O2,i,7,0,-1,37*,10,-7,i,-421,-9
Cc1ccc(NC(=O)C(C)Sc2nc(-c3ccccc3)cc(=O)[nH]2)cc1 (configuration not stated),-7,10,-7,-2,0.1,-3,2,4,3,-8
COc1cccc(CN2CCN(C(=O)c3cccc4ccccc34)CC2)c1OC,1,4,14,1,-0.5,5,3,1,-6,-7
COc1ccc(C2NC(=S)N3C(c4ccc(OC)cc4)NC(=S)N23)cc1 (configuration not stated),5,-3,-7,2,0.3,-2,-5,3,2,-7
COc1ccc(OC)c2[nH]c(C(=O)N3CCC(C(=O)O)CC3)cc12,-19,5,13,-3,0.9,4,-8,-11,-13,-2
O=[N+]([O-])c1ccc(CNCc2cc(Cl)ccc2O)cc1,-2,-1,-6,-2,-0.7,-3,3,-5,-4,-7
Cc1nc(NC(=O)CSc2nc3ccccc3s2)sc1C(=O)N(C)C,-10,-3,0,2,-0.1,-4,-2,-4,10*,0
CNC(=O)c1nc(C)n(-c2cc(Cl)ccc2Cl)n1,-3,0,3,3,0.2,-4,1,2,-3,3
CC(=NCCc1c(C)[nH]c2ccc(OCc3ccccc3)cc12)C1=C(O)CC(c2ccccc2)CC1=O (configuration not stated),-2,-16,4,-1,0.3,2,2,5,-2,-9
COc1ccc(/C=N/NC(=O)c2cc(-c3ccccc3)nc3ccccc23)cc1O,-13,4,15,-1,-0.3,2,1,0,4,0
CCN(CC(=O)NC(=O)NC1CCCC1)Cc1ccccc1,-4,-4,10,2,0.2,1,-2,0,0,-9
CC1=CCC2C(=O)N(c3cc(C)on3)C(=O)C2C1 (configuration not stated),3,-3,15,-2,-0.1,-6,3,4,-3,-4
COc1ccc([C@H]2CC(=O)C=C(c3cc(C(F)(F)F)cc(C(F)(F)F)c3)C2)cc1,2,4,6,-3,0.3,1,0,1,-2,2
CCCCCCN1C[C@@H](O)[C@H](n2cc(COC(=O)c3ccccc3)nn2)C[C@@H]1c1ccc(Cl)cc1,2,1,-3,-2,-0.8,4,4,2,-2,-7
CCc1cc2c(Nc3ccc(O)cc3)nc(C)nc2s1,-4,-4,2,-3,-0.2,7,3,2,3,7
Cc1ccc(C)c(SCC(=O)NC(=O)Nc2ccc3c(c2)OCCO3)c1,-1,1,-2,0,-0.1,1,3,1,7,3
CC(=O)c1c(C)[nH]c(C(=O)NCc2ccc(Cl)cc2)c1C,-4,-1,6,0,0.0,2,3,2,-5,5
O=C(CN1C(=O)C(=O)c2ccccc21)NCCc1ccccc1,0,-1,0,-3,0.3,8,-2,-2,0,-10
COc1ccc(COCC(O)CN2CCCC(C(F)(F)F)C2)cc1 (configuration not stated),-3,7,-3,0,-1.2,4,-2,-2,-3,4
Cc1ccc(C)c(NC(=S)NC(=O)c2cncc(Br)c2)c1,-1,1,2,1,0.0,-7,1,3,-2,-8
O=C(CN1C(=O)NC2(CCCCC2)C1=O)NNC(=O)C1CC1,-4,0,2,2,-0.3,-5,0,1,-7,-10
CCCOc1ccc(C(C)=O)cc1CC(C(N)=O)C(N)=O,1,-1,-10,-1,0.3,-10,1,-1,-2,11
COc1ccc(C2(C(=O)NC(C)C)CCCC2)cc1OC,0,-1,-1,-1,0.1,-5,2,2,-3,4
O=C(c1ccccc1Oc1ccc(C(F)(F)F)cc1[N+](=O)[O-])N1CCOCC1,1,-3,-9,-2,0.0,0,-4,0,-3,-3
O=[N+]([O-])c1ccc(O)c(C=NN2CCCCC2)c1,3,4,-4,-1,-0.3,1,-7,-3,0,7
Cc1[nH]c2ccccc2c1C(=O)C(=O)NCC1CCCO1 (configuration not stated),-3,8,-9,-1,-0.8,3,-1,1,-4,3
COc1ccccc1N1CCN(C2=NS(=O)(=O)c3ccccc32)CC1,2,-4,7,4,0.2,-2,4,-2,-9,-17
S=C(NCCCN1CCN(CCCNC(=S)NC2CCCCC2)CC1)NC1CCCCC1,4,2,4,-3,-0.2,-2,-1,5,-3,-9
O=C(COC(=O)Cc1ccccc1F)Nc1cccc(F)c1,-3,-1,1,-1,-0.3,4,-1,4,0,0
CCOC(=O)c1ccc(NC(=O)CSc2ccc(-c3ccccn3)nn2)cc1,-8,-1,1,-1,0.3,3,2,2,-5,-10
O=C(C1CCC1)N1CCc2cc(S(=O)(=O)NCc3cccnc3)ccc21,2,-4,-1,-1,0.1,-3,0,6,0,1
C[C@H]1COc2cc(N3CCC[C@H]3CO)ccc2S(=O)(=O)N1,4,5,-11,-1,0.4,-5,-7,6,-2,1
CCCN(C(=O)c1cc(Cl)nc2ccccc12)c1c(N)n(Cc2ccccc2)c(=O)[nH]c1=O,-1,1,1,6,0.0,-5,3,-2,0,5
CC(C)(C)S(=O)(=O)N1C[C@@H]2CC(=O)C=C2[C@H]1CCO,2,-1,1,6,-0.3,-2,2,7,5,9
Cc1cc(-c2ccc(S(=O)(=O)N(C)c3ccc(C)c(C)c3)s2)on1,-10,1,15,1,0.3,-3,0,1,3,5
CCOc1ccccc1C1N(c2ccc(OC)cc2)C(=O)C2CCCN21 (configuration not stated),3,8,6,-1,0.0,3,3,-1,0,-4
Cc1cccc(Cn2c(SCCN3CCOCC3)nc3c2c(=O)n(C)c(=O)n3C)c1,3,1,-9,0,0.5,-12,-5,0,-2,5
CC(O)CNc1nc2sc3c(c2c(=O)n1CCc1ccccc1)CCCCC3 (configuration not stated),-1,2,-7,0,-0.2,-5,2,-2,7,-1
O=C(O)CCCC(=O)N1CCc2cc(S(=O)(=O)NCc3ccccc3)ccc21,0,0,11,3,0.1,8,4,0,0,6
CN(C)CCCN(C(=O)c1ccc(S(=O)(=O)N(C)Cc2ccccc2)cc1)c1nc2c(F)cccc2s1,-5,1,3,-3,0.1,2,-7,-2,-2,-10
CN(CC(=O)Oc1ccc(-c2nnco2)cc1)S(=O)(=O)c1ccc(F)cc1,-3,-5,-3,1,0.2,9,2,-1,-4,-18
Cc1ccc(S(=O)(=O)N2CCN(C(C)C)CC2)cc1,4,0,-2,2,-0.3,-3,1,3,-3,4
CC(C)C(NS(=O)(=O)c1ccccc1)C(=O)N1CCN(C(=O)c2ccco2)CC1 (configuration not stated),-2,7,-5,-2,-0.3,-3,4,4,-4,-1
CCC1=NN2C(=N)/C(=C\c3cccn3-c3cccc(Cl)c3)C(=O)N=C2S1,-6,5,-1,-1,0.5,2,2,-2,-6,3

# Part of the list above in order of length of the SMILES, rising:
SMILES,PLC-beta3 inh,Tn6 DDE FP,ARFGAP1 inh,UHRF1 MBD2 ctr,proKLK7 act,DDE Tn7 FP inh,MBD2 inh,PLCg1 inh,ADAM17 inh,ASAP1 GAP inh
O=C(COC(=O)Cc1ccccc1F)Nc1cccc(F)c1,-3,-1,1,-1,-0.3,4,-1,4,0,0
Cc1ccc(S(=O)(=O)N2CCN(C(C)C)CC2)cc1,4,0,-2,2,-0.3,-3,1,3,-3,4
CCOc1ccccc1C1N(c2ccc(OC)cc2)C(=O)C2CCCN21 (configuration not stated),3,8,6,-1,0.0,3,3,-1,0,-4
CC(O)CNc1nc2sc3c(c2c(=O)n1CCc1ccccc1)CCCCC3 (configuration not stated),-1,2,-7,0,-0.2,-5,2,-2,7,-1
O=C(C1CCC1)N1CCc2cc(S(=O)(=O)NCc3cccnc3)ccc21,2,-4,-1,-1,0.1,-3,0,6,0,1
CC(C)(C)S(=O)(=O)N1C[C@@H]2CC(=O)C=C2[C@H]1CCO,2,-1,1,6,-0.3,-2,2,7,5,9
Cc1cc(-c2ccc(S(=O)(=O)N(C)c3ccc(C)c(C)c3)s2)on1,-10,1,15,1,0.3,-3,0,1,3,5
O=C(O)CCCC(=O)N1CCc2cc(S(=O)(=O)NCc3ccccc3)ccc21,0,0,11,3,0.1,8,4,0,0,6
CN(CC(=O)Oc1ccc(-c2nnco2)cc1)S(=O)(=O)c1ccc(F)cc1,-3,-5,-3,1,0.2,9,2,-1,-4,-18
Cc1cccc(Cn2c(SCCN3CCOCC3)nc3c2c(=O)n(C)c(=O)n3C)c1,3,1,-9,0,0.5,-12,-5,0,-2,5
CCC1=NN2C(=N)/C(=C\c3cccn3-c3cccc(Cl)c3)C(=O)N=C2S1,-6,5,-1,-1,0.5,2,2,-2,-6,3
CC(C)C(NS(=O)(=O)c1ccccc1)C(=O)N1CCN(C(=O)c2ccco2)CC1 (configuration not stated),-2,7,-5,-2,-0.3,-3,4,4,-4,-1
CCCN(C(=O)c1cc(Cl)nc2ccccc12)c1c(N)n(Cc2ccccc2)c(=O)[nH]c1=O,-1,1,1,6,0.0,-5,3,-2,0,5

# (listing goes on)
SMILES,PLC-beta3 inh,Tn6 DDE FP,ARFGAP1 inh,UHRF1 MBD2 ctr,proKLK7 act,DDE Tn7 FP inh,MBD2 inh,PLCg1 inh,ADAM17 inh,ASAP1 GAP inh
Cc1onc(-c2ccccc2)c1C(=O)NC(CC(=O)O)c1ccc(OC(C)C)cc1 (configuration not stated),-1,-1,1,3,0.3,-2,-5,3,-1,2
CCC(=O)Nc1ccc(C(=O)N/N=C/c2ccccc2[N+](=O)[O-])cc1,-16,3,6,0,-0.5,3,4,-13,0,3
COc1cccc(CN=C2Nc3ccccc3CS2)c1,-2,1,1,2,-0.8,-11,6,1,-1,8
COc1cccc(N(CC(=O)NCCSc2ccccn2)S(=O)(=O)c2ccccc2)c1,0,7,2,2,0.3,0,-3,2,1,2
O=C(CCCn1c(SCC(=O)c2ccc(F)cc2)nc2ccccc2c1=O)NCc1ccco1,0,1,-11,3,-0.4,1,0,0,-5,-16
Nc1c2nc(-c3ccccc3Cl)[nH]c(=O)c2nc(=O)n1-c1ccccc1,-10,6,-8,-1,-3.1,-1,0,-5,-14,-7
COc1cc(NC(=O)c2cnn3c(C)cc(C)nc23)cc(OC)c1OC,3,-1,/,7,/,-1,2,2,-2,/
COc1cccc(-c2nc3ccccc3c(=O)n2NC(=O)c2cccnc2Cl)c1,4,-7,3,-3,-0.2,-2,0,0,0,-6
O=S(=O)(/C=C/c1ccccc1)c1ccccc1,3,12,0,-1,-0.3,2,-5,-1,4,-8

# Rows were taken by chance. About 4.1% of those tested had a hit in this group.
